LAP4-GFP MLPCN = modulators of LAP4-GFP expression in yeast, primary screen, S. cerevisiae, multiplex flow cytometry, MLPCN library; hit rate 0.34% among 320,000; GFP response vs DMSO, % at 10 µM; AID 2023, 2009; 3 h; median GFP as percent of DMSO wells;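 active = GFP response vs DMSO above a set limit, about the screen mean plus 3 SD, cut at about 150% in these data; inconclusive = under 70 cell events counted for the yeast strain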
MEP2-GFP yeast = modulators of MEP2-GFP levels in yeast, primary screen, S. cerevisiae, multiplex flow cytometry, MLPCN library | hit rate 0.51% among 330,000 | S. cerevisiae MEP2-GFP strain, 3 h; 100% = DMSO control level | GFP response vs DMSO, % at 10 µM | AID 2016, 2009;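 active = GFP response versus DMSO above a set limit, roughly screen mean plus 3 SD, cut at about 180% in these data; inconclusive = fewer than 70 cells counted for a yeast strain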;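 also: median GFP fluorescence of the barcode-gated MEP2-GFP cells per well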
RPL19A-GFP yeast = RPL19A-GFP expression modulators in yeast, primary screen, cell-based, S. cerevisiae, multiplex flow cytometry, MLPCN. S. cerevisiae RPL19A-GFP strain, 3 h; hits give low values. percent response vs DMSO, % at 10 µM. hit rate 0.3% among 330,000;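 active = percent response vs DMSO below 50%; inconclusive = fewer than 70 events counted for the yeast strain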;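 also: median channel GFP fluorescence of the barcoded RPL19A-GFP strain; ratio of sample median GFP to plate DMSO average so 100% = DMSO; lower means less RPL19A-GFP as with rapamycin TOR inhibition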
CIT2-GFP yeast = modulators of CIT2-GFP expression in yeast, primary screen, S. cerevisiae, GFP fusion, multiplex flow cytometry, MLPCN library; GFP response vs DMSO, % at 10 µM; AID 2029, 2009; S. cerevisiae CIT2-GFP strain, 3 h; 100 means same as DMSO wells; hit rate 0.065% among 320,000;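 active = GFP response relative to DMSO above a set limit, near the screen mean plus 3 SD, cut at about 150% in these data; inconclusive = Fewer than 70 cells measured for a yeast strain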;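 also: ratio of well median GFP fluorescence to mean of DMSO wells on the plate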
JMJD2C inh = inhibitors of GASC-1 histone demethylase, primary screen, biochemical, fluorescence, DELFIA europium; hit rate 0.069% among 330,000; inhibition, % at 2.35 µM; Lysine-specific demethylase 4C (Homo sapiens), Q9H3R0; GST-JMJD2C(1-420) H3K9me3 demethylation;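 active = more than half of a compound's replicate wells show inhibition beyond 50%, single wells judged on their own value; inconclusive = some, but no more than half, of replicates pass 50% inhibition; inactive = no replicate passes 50% inhibition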;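 also: signal counts dimethyl H3K9 product captured on neutravidin plate; 0% = median of DMSO wells and 100% = 0.3 times that DMSO median; strong numbers were not always called active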
VLA-4 inh = inhibition in human VLA-4 binding assay, primary screen, VLA-4 allosteric modulator project, MLPCN library, flow cytometry, VLA-4 expressing cells; Integrin alpha-4 (Homo sapiens), P13612; inhibition, % (about 7 µM as worked out from the volumes in the protocol); ligand binding flow cytometry; hit rate 0.2% among 330,000; AID 2557, 2010; in the data active = inhibition above about 50%
GRK2 aptamer HTS = compounds blocking aptamer binding on GRK2 – biochemical, human GRK2, bead flow cytometry, HTS, primary screen; Beta-adrenergic receptor kinase 1 (Homo sapiens), P25098; FAM-aptamer displacement from GRK2; inhibition of aptamer binding, % at 10 µM; hit rate 0.59% among 330,000;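 active = inhibition of aptamer binding above 40%, roughly 3 SD of noise, on plates passing a quality check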;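 also: median bead fluorescence of bound FAM aptamer so fluorescent compounds give negative values; no value below 0 was filed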
Target sequence (P25098 whole entry, looked up): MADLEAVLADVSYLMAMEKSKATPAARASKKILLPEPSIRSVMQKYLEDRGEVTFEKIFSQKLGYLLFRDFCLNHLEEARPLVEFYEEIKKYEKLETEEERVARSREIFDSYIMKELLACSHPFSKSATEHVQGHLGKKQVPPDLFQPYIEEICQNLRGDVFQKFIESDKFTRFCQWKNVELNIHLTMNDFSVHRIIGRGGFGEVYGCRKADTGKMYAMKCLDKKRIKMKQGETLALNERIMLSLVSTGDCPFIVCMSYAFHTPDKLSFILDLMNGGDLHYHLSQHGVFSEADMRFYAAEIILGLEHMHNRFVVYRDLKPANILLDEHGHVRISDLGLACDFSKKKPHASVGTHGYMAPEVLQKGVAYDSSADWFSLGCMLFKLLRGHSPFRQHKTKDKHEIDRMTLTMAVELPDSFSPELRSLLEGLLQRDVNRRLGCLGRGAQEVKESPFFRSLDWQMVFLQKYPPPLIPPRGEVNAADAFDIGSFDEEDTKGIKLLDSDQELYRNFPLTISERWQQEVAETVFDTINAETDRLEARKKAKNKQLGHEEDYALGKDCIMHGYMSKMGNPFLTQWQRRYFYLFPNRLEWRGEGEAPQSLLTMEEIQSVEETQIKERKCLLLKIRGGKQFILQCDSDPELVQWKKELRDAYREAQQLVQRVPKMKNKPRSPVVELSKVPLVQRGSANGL
AGP1 TOR yeast = modulators of AGP1-GFP expression in yeast TOR pathway, primary screen, cell-based, multiplex flow cytometry, S. cerevisiae, MLPCN library. hit rate 0.02% among 320,000. AID 2066, 2009. GFP response vs DMSO, % at 10 µM. 3 h; GFP as percent of DMSO wells;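 active = GFP response relative to DMSO above a set limit, near screen average plus 3 SD, cut at about 150% in these data; inconclusive = fewer than 70 cells counted for the yeast strain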;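 also: median GFP channel fluorescence of the gated AGP1 strain per well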
Starred values were filed as active, the others as inactive; ? = inconclusive; nt = no result given. Outcome played no part in choosing rows (roughly 1.7% active in at least one column).

LAP4-GFP MLPCN | MEP2-GFP yeast | RPL19A-GFP yeast | CIT2-GFP yeast | JMJD2C inh | VLA-4 inh | GRK2 aptamer HTS | AGP1 TOR yeast | SMILES
125.9 | 117.4 | 96.7 | 122.5 | -13.0 | 31.4 | 0.0 | 102.7 | CCN(C(=O)COC(=O)c1cc(Cl)ccc1OC)c1c(N)n(Cc2ccccc2)c(=O)[nH]c1=O
78.6 | 89.3 | 95.0 | 95.6 | 7.3 | 22.1 | 0.0 | 69.6 | CCOC(=O)C1=CC[C@@H](c2ccccc2Cl)N(S(=O)(=O)c2ccc(C)cc2)[C@H]1C(=O)OCC
98.8 | 101.3 | 99.1 | 89.6 | -5.9 | -13.0 | 0.0 | 97.6 | CC(C)CCNc1nc(N)c([N+](=O)[O-])c(NC2CCCCC2)n1
90.2 | 98.8 | 95.8 | 83.7 | -2.2 | 13.3 | 0.0 | 97.7 | O=C1CC/C=C\C[C@@H](CC(=O)N(CCO)Cc2ccccc2)C(=O)N[C@H](Cc2ccccc2)CO1
106.5 | 94.1 | 99.5 | 98.7 | -6.4 | 6.6 | 4.0 | 102.1 | CCCCN(CC)S(=O)(=O)c1ccccc1
105.1 | 102.3 | 97.9 | 92.1 | ? | 7.0 | 1.0 | 100.3 | CCN(C(=O)c1cc2cc(OC)ccc2oc1=O)c1ccccc1
96.1 | 99.1 | 100.7 | nt | -0.1 | 0.2 | 2.0 | 103.9 | COc1ccc(-c2c3c(nc4sc(C(=O)Nc5cc(C)on5)c(N)c24)CCC3)cc1
86.4 | 97.2 | 102.0 | 95.2 | 2.0 | -1.2 | 1.0 | 94.5 | CCN(CC)S(=O)(=O)c1cc(-c2nnc(-c3ccc(Br)cc3)o2)ccc1Cl
95.4 | 100.4 | 101.2 | 100.3 | nt | 1.3 | 4.0 | 99.2 | Cc1cccc(-n2c(CNC(=O)COc3ccccc3)nnc2SCC(=O)Nc2nccs2)c1
96.5 | 93.3 | 103.7 | 95.0 | 3.4 | 1.3 | 0.0 | 100.6 | CC(C)CCNC(=O)Cn1c(=O)oc2cc(S(=O)(=O)N3CC(C)CC(C)C3)ccc21 (stereo not drawn)

Arranged by molecular weight (low to high): part of the list above.
LAP4-GFP MLPCN | MEP2-GFP yeast | RPL19A-GFP yeast | CIT2-GFP yeast | JMJD2C inh | VLA-4 inh | GRK2 aptamer HTS | AGP1 TOR yeast | SMILES
98.8 | 101.3 | 99.1 | 89.6 | -5.9 | -13.0 | 0.0 | 97.6 | CC(C)CCNc1nc(N)c([N+](=O)[O-])c(NC2CCCCC2)n1
96.5 | 93.3 | 103.7 | 95.0 | 3.4 | 1.3 | 0.0 | 100.6 | CC(C)CCNC(=O)Cn1c(=O)oc2cc(S(=O)(=O)N3CC(C)CC(C)C3)ccc21 (stereo not drawn)
90.2 | 98.8 | 95.8 | 83.7 | -2.2 | 13.3 | 0.0 | 97.7 | O=C1CC/C=C\C[C@@H](CC(=O)N(CCO)Cc2ccccc2)C(=O)N[C@H](Cc2ccccc2)CO1

Going on with the list.
LAP4-GFP MLPCN | MEP2-GFP yeast | RPL19A-GFP yeast | CIT2-GFP yeast | JMJD2C inh | VLA-4 inh | GRK2 aptamer HTS | AGP1 TOR yeast | SMILES
88.2 | 100.1 | 101.7 | 107.4 | -43.5 | 14.2 | nt | 94.5 | O=C(Nn1cnnc1)c1ccccc1F
100.0 | 98.9 | 96.3 | 89.1 | 10.4 | 13.5 | 4.0 | 97.8 | CCOc1ccc(-c2nc(-c3cccnc3)no2)cc1OCC
112.0 | 101.2 | 104.8 | 103.8 | 150.1 | -2.5 | 2.0 | 106.1 | COc1cc(C(=O)NNC(=O)c2cc(=O)[nH]c3ccccc23)cc(OC)c1OC
104.8 | 97.9 | 93.7 | 98.6 | 2.5 | 3.9 | 2.0 | 96.2 | Cc1ccc(-c2cc(C(=O)OCC(=O)N(C)c3c(N)n(Cc4ccccc4)c(=O)[nH]c3=O)c3ccccc3n2)o1
100.7 | 103.2 | 98.6 | 94.8 | -13.0 | 4.7 | 0.0 | 92.1 | Cc1ccc(-c2nc3ncccc3o2)cc1NC(=O)c1sc2ccccc2c1Cl
91.1 | 110.1 | 103.6 | 102.7 | -8.5 | 0.8 | 0.0 | 95.3 | Cc1ccc(S(=O)(=O)NNC(=O)c2ccc(F)cc2)cc1
102.9 | 98.0 | 102.1 | 101.6 | 0.7 | 7.5 | 2.0 | 103.6 | Cn1c(SCC(=O)OCc2ccccc2)nnc1-c1ccco1
93.1 | 96.9 | 93.6 | 84.5 | 1.4 | 4.6 | 2.0 | 97.4 | Cc1cccc(OCCCC(=O)Nc2ccc(Cl)c(S(=O)(=O)N3CCOCC3)c2)c1
113.3 | 95.4 | 93.9 | 103.1 | -28.0 | -8.8 | 1.0 | 99.3 | CCOC(=O)N1CCN(c2nc3ccc(C(=O)c4ccccc4)cc3n3cnnc23)CC1
102.0 | 101.5 | 97.7 | 98.1 | 20.0 | 7.5 | 3.0 | 101.2 | COc1ccc(N(C)C(=O)C2CCN(S(=O)(=O)c3cccc4nsnc34)CC2)cc1
88.8 | 98.6 | 99.1 | 98.9 | 2.2 | -4.2 | 0.0 | 92.0 | CC(=O)Nc1ccc(S(=O)(=O)NCc2nc(-c3ccccc3)no2)cc1
94.9 | 101.6 | 102.4 | 104.1 | 4.7 | 26.3 | 0.0 | 102.5 | C=CCc1ccc(OCCn2cncn2)c(OC)c1
99.5 | 106.7 | 109.9 | 108.6 | ? | 3.2 | 0.0 | 115.6 | O=C(NCCS(=O)(=O)N1CCN(Cc2ccccc2)CC1)c1ccccc1
96.5 | 106.2 | 103.8 | 101.3 | 12.3 | 4.4 | 0.0 | 105.0 | Cc1c(NC(=O)C(C)Oc2ccccc2F)c(=O)n(-c2ccccc2)n1C (stereo not drawn)
93.9 | 103.4 | 103.5 | 96.5 | -9.8 | 3.6 | 2.0 | 104.3 | CCn1c(SCc2nc3cc(OC)c(OC)cc3c(=O)[nH]2)nc2ccccc21
87.1 | 101.4 | 105.8 | 92.4 | 3.7 | -0.3 | 0.0 | 91.2 | CC1CCCCC12NC(=O)N(CC(=O)Nc1cccnc1Cl)C2=O (stereo not drawn)

Shown with bars between the fields: eleven of the compounds above
smiles | LAP4-GFP MLPCN | MEP2-GFP yeast | RPL19A-GFP yeast | CIT2-GFP yeast | JMJD2C inh | VLA-4 inh | GRK2 aptamer HTS | AGP1 TOR yeast
CCN(CC)S(=O)(=O)c1cc(-c2nnc(-c3ccc(Br)cc3)o2)ccc1Cl | 86.4 | 97.2 | 102.0 | 95.2 | 2.0 | -1.2 | 1.0 | 94.5
Cc1cccc(-n2c(CNC(=O)COc3ccccc3)nnc2SCC(=O)Nc2nccs2)c1 | 95.4 | 100.4 | 101.2 | 100.3 | nt | 1.3 | 4.0 | 99.2
CC(C)CCNC(=O)Cn1c(=O)oc2cc(S(=O)(=O)N3CC(C)CC(C)C3)ccc21 (stereo not drawn) | 96.5 | 93.3 | 103.7 | 95.0 | 3.4 | 1.3 | 0.0 | 100.6
O=C(Nn1cnnc1)c1ccccc1F | 88.2 | 100.1 | 101.7 | 107.4 | -43.5 | 14.2 | nt | 94.5
CCOc1ccc(-c2nc(-c3cccnc3)no2)cc1OCC | 100.0 | 98.9 | 96.3 | 89.1 | 10.4 | 13.5 | 4.0 | 97.8
COc1cc(C(=O)NNC(=O)c2cc(=O)[nH]c3ccccc23)cc(OC)c1OC | 112.0 | 101.2 | 104.8 | 103.8 | 150.1 | -2.5 | 2.0 | 106.1
Cc1ccc(-c2cc(C(=O)OCC(=O)N(C)c3c(N)n(Cc4ccccc4)c(=O)[nH]c3=O)c3ccccc3n2)o1 | 104.8 | 97.9 | 93.7 | 98.6 | 2.5 | 3.9 | 2.0 | 96.2
Cc1ccc(-c2nc3ncccc3o2)cc1NC(=O)c1sc2ccccc2c1Cl | 100.7 | 103.2 | 98.6 | 94.8 | -13.0 | 4.7 | 0.0 | 92.1
Cc1ccc(S(=O)(=O)NNC(=O)c2ccc(F)cc2)cc1 | 91.1 | 110.1 | 103.6 | 102.7 | -8.5 | 0.8 | 0.0 | 95.3
Cn1c(SCC(=O)OCc2ccccc2)nnc1-c1ccco1 | 102.9 | 98.0 | 102.1 | 101.6 | 0.7 | 7.5 | 2.0 | 103.6
Cc1cccc(OCCCC(=O)Nc2ccc(Cl)c(S(=O)(=O)N3CCOCC3)c2)c1 | 93.1 | 96.9 | 93.6 | 84.5 | 1.4 | 4.6 | 2.0 | 97.4

Assay outcomes deposited in PubChem by several laboratories.
